# NPSR antagonist – antagonists of human neuropeptide S receptor cAMP signaling. CHO-NPSR cells, cAMP TR-FRET, antagonist mode. Potency, µM (top dose mostly 38.3 µM), inactives show at the highest dose activity change, negative = inhibition, usual class: inhibitors. hit rate 1% among 220,000. AID 1461; note: potency is the fitted concentration of half-maximal effect; % is set by controls: 0 for no effect and ±100 for the full control effect; nearly all actives have a fitted effect of over 50% in size; many of its hits are not listed in these tables
# Target sequence (Q6W5P4 whole entry, looked up): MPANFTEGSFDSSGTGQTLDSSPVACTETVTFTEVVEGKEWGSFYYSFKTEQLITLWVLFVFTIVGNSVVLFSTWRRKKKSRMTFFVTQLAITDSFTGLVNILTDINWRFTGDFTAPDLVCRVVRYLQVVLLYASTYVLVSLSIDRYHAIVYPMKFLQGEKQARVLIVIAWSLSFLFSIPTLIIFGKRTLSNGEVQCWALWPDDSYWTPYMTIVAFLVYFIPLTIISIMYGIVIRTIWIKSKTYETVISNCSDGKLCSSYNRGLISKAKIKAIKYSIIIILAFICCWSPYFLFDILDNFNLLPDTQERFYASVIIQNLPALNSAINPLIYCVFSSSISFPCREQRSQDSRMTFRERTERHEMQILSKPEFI
# Epigenetic derep – regulators of epigenetic silencing causing reporter derepression in mouse cells; murine LDR cells, GFP reporter derepression, 30 h; Potency, µM (series often up to 53.9 µM), inactives show at the top dose GFP activation, most hits filed as activators; hit rate 0.2% among 280,000; note: potency is the fitted concentration of half-maximal effect; % of control where 0% means no effect; nearly all actives have a fitted effect of over 60% in size
#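 Derepression of a silenced CMV-GFP reporter in murine LDR cells is scored by enumerating GFP-positive cells with a laser-scanning microplate cytometer after 30 hours of treatment at 37 C.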
# L3MBTL1 block – blocks human L3MBTL1. Q9Y468. AlphaScreen L3MBTL1–H3K9me1 peptide binding. Potency, µM (doses to about 57.1 µM), for inactives: at the top dose activity, negative = inhibition, actives largely listed as inhibitors. hit rate 0.66% among 230,000; note: potency is the fitted concentration of half-maximal effect; % is set by controls: 0 for no effect and ±100 for the full control effect; nearly all actives have a fitted effect of over 60% in size
#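 L3MBTL1 (50 nM) pre-complexed 30 min with biotinylated H3(1-15)K9me1 peptide (75 nM), then compounds added for 30 min at room temperature; AlphaScreen streptavidin donor/nickel chelate acceptor beads (10 ug/mL final) read after 30 min dark incubation.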
# Luc counter – counter-screen: inhibitors of Kinase-Glo firefly luciferase; Q27757; AID 1379; Potency, µM (series often up to 38.3 µM), inactives show at the top dose activity change, negative = inhibition, actives largely listed as inhibitors; Kinase-Glo luciferase, ATP luminescence, 8 min; hit rate 0.28% among 200,000; note: potency is the fitted concentration of half-maximal effect; % is set by controls: 0 for no effect and ±100 for the full control effect; nearly all actives have a fitted effect of over 60% in size
#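 Recombinant Kinase-Glo luciferase, 10 uM ATP (linear range), luciferin; imidazole pH 7.2 / KCl / MgCl2 / Tween / BSA buffer; 8 min RT; luminescence.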
# CBFb-RUNX1 inh – CBF-beta/RUNX1 interaction disruption | AlphaScreen CBFb-His/RUNX1-biotin binding, biochemical | Potency, µM (highest dose often 59.8 µM), without a hit: at the top dose activity, negative = inhibition, most hits filed as inhibitors | 230,000 tested, under 10 active | AID 1477 | Q01196+Q13951; note: % of control where 0% means no effect
# Target sequence (Q01196 whole entry, looked up): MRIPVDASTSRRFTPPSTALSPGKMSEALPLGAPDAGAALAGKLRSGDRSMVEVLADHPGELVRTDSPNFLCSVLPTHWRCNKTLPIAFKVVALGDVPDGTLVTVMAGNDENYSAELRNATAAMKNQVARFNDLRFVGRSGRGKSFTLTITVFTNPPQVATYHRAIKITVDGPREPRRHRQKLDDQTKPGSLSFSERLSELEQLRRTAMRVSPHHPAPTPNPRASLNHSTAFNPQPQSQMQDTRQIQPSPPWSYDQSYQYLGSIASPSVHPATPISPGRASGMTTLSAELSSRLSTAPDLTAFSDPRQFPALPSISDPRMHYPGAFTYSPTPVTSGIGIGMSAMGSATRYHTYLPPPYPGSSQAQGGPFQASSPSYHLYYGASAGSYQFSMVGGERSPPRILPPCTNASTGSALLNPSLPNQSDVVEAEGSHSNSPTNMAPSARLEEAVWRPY
# Target sequence (Q13951 whole entry, looked up): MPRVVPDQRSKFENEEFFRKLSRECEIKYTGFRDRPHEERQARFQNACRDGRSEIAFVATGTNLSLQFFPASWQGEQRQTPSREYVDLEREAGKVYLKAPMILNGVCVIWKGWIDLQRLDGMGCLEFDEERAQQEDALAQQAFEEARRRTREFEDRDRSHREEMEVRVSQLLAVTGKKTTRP
#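 AlphaScreen proximity signal reports loss of binding between His-tagged CBF-beta and biotin-labelled RUNX1, each at 30 nM. Proteins are pre-associated for 20 minutes, compounds added for 15 minutes, then beads for 90 minutes, all at ambient temperature.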
# HttQ103 aggreg – reduces HttQ103-GFP aggregates in PC12 cells. PC12 HttQ103-GFP aggregates, Acumen cytometry, 40 h. Potency, µM (top dose mostly 46.1 µM), inactives show at the highest dose activity change, negative = inhibition, usual class: inhibitors. hit rate 1.1% among 220,000; note: potency is the fitted concentration of half-maximal effect; % is set by controls: 0 for no effect and ±100 for the full control effect; nearly all actives have a fitted effect of over 60% in size
#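 Steps: seed 1500 PC12 HTTQ103-GFP cells/well; add tebufenozide, 100 nM final; add compound titration; add ATPLite reagent; quantify GFP aggregates by laser scanning cytometry.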
# IMPase Li cell – cell-permeable IMPase inhibitors with lithium potentiation; CHO-M1 cells, IP1 TR-FRET (IP-One), carbachol + lithium; Potency, µM (doses to about 59.4 µM), for inactives: top-dose activity, negative = IMPase inhibition, actives largely listed as inhibitors; hit rate 0.35% among 210,000;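 note: IP1 builds up when IMPase is blocked and the TR-FRET signal falls; potency is the fitted concentration of half-maximal effect; plate controls were basal vehicle for no effect and high inhibitor control for full effect; nearly all actives have a fitted effect of over 50% in size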
#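 Concentration–response in CHO-M1 cells, lithium-potentiated; 30 min at 37C. IP1 detected by competitive TR-FRET after 10 min lysis at RT. Hill-fitted AC50.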
# Starred values were filed as active, the others as inactive; ? = inconclusive; / = not tested or not shown; [ ] = another dose, or the depositor's remark. Calls come from the whole dose curve; as a rule, active = well fitted curve in the direction sought with a large enough effect; inconclusive = small, poorly fitted or top-dose-only effect, or another doubt; inactive = no such curve, though single readings can be large; an effect the other way counts as inactive or inconclusive. A portion of the library (hit frequency here may not be typical).
SMILES,NPSR antagonist,Epigenetic derep,L3MBTL1 block,Luc counter,CBFb-RUNX1 inh,HttQ103 aggreg,IMPase Li cell
CCC1=NN2C(=N)/C(=C\c3ccc(OCc4cc(=O)n5nc(CC)sc5n4)c(OC)c3)C(=O)N=C2S1,-31%,2.8%,?,3%,6%,-4%[9.22 µM],8%
COc1cccc(C(=O)Nc2cnc(NC(=O)c3ccco3)cc2C)c1,3%[46.1 µM],0.9%,-5%[11.4 µM],0%,-1%,14%,22%[38.3 µM]
CC(C)CN1CCC(C(=O)NCC2CCCO2)CC1 (stereo unspecified),-11%[46.1 µM],0.0%,-8%,-3%,8%,-3%,12%
NS(=O)(=O)c1cccc(NC(=O)COC(=O)/C=C/c2ccco2)c1,-6%,-1.4%,-7%,0%,-8%,7%,9%
O=C(NN=C1CCCC1)c1ccccc1OCCOc1ccccc1,-31%,-1.1%,?,-2%,-13%,-25%,3%
CNC(=O)c1sccc1SCc1ccc(Cl)cc1Cl,-7%[46.1 µM],0.1%,/,-3%,1%,-24%,4%[38.3 µM]
COCCN(Cc1nc(-c2ccc(C(F)(F)F)cc2)no1)C(C)C,-8%,-1.1%,-7%,-3%,-2%,3%[9.22 µM],7%
Nc1cccc(CN2CCCC2)c1,11%,-4.8%,-3%,-1%,2%,2%[9.22 µM],0%
CNC(=S)NNC(=O)c1cccn(Cc2ccccc2)c1=O,13%,-2.2%,/,0%,-25%,0%,4%
CC(C)(C)c1ccc(S(=O)(=O)NCCOCC(F)(F)C(F)F)cc1,-3%[46.1 µM],-2.1%,13%[11.4 µM],0%,8%,-17%,21%[38.3 µM]
COc1cccc(/C=N/NC(=O)c2csc(-n3nc(C)cc3C(F)(F)F)n2)c1,0%[46.1 µM],1.3%,8%,-1%,8%,-15%,10%[38.3 µM]
CC(=O)N1CCN(S(=O)(=O)c2ccc(C)c([N+](=O)[O-])c2)C1C(C)C (stereo unspecified),11%,-0.4%,/,3%,-1%,-18%,-4%
Cc1ccc(-c2cc(-c3nnc(SCC(=O)N(C)CCC#N)n3N)c3ccccc3n2)cc1,-10%[46.1 µM],-0.9%,2%,1%,4%,0%,2%[38.3 µM]
CCOC(=O)N1CCN(CC(=O)Nc2ccc(C)c(Br)c2)CC1,-7%[46.1 µM],-6.3%,2%,-2%,9%,9%,-2%[38.3 µM]
CC1CCN(CC(=O)N2c3ccccc3CCc3ccccc32)CC1,3%[46.1 µM],-2.0%,-2%,2%,1%,-15%,16%

# Single records (already shown).
# Entry for Cc1ccc(-c2cc(-c3nnc(SCC(=O)N(C)CCC#N)n3N)c3ccccc3n2)cc1 → NPSR antagonist = -10%[46.1 µM]; Epigenetic derep = -0.9%; L3MBTL1 block = 2%; Luc counter = 1%; CBFb-RUNX1 inh = 4%; HttQ103 aggreg = 0%; IMPase Li cell = 2%[38.3 µM]
# Entry for CC(C)(C)c1ccc(S(=O)(=O)NCCOCC(F)(F)C(F)F)cc1 → NPSR antagonist = -3%[46.1 µM]; Epigenetic derep = -2.1%; L3MBTL1 block = 13%[11.4 µM]; Luc counter = 0%; CBFb-RUNX1 inh = 8%; HttQ103 aggreg = -17%; IMPase Li cell = 21%[38.3 µM]

# Two entries from above, as tab-separated lines.
SMILES	NPSR antagonist	Epigenetic derep	L3MBTL1 block	Luc counter	CBFb-RUNX1 inh	HttQ103 aggreg	IMPase Li cell
COc1cccc(C(=O)Nc2cnc(NC(=O)c3ccco3)cc2C)c1	3%[46.1 µM]	0.9%	-5%[11.4 µM]	0%	-1%	14%	22%[38.3 µM]
CNC(=S)NNC(=O)c1cccn(Cc2ccccc2)c1=O	13%	-2.2%	/	0%	-25%	0%	4%

# Next records:
SMILES,NPSR antagonist,Epigenetic derep,L3MBTL1 block,Luc counter,CBFb-RUNX1 inh,HttQ103 aggreg,IMPase Li cell
CC1CCCCN1Cc1ccc(N(C)C)cc1 (stereo unspecified),-13%[46.1 µM],2.1%,-7%,/,-1%,2%,/
Cc1ccc(S(=O)(=O)N2C(=O)CCC2C(=O)Nn2cnnc2)cc1 (stereo unspecified),-2%[46.1 µM],1.9%,/,0%,-7%,-21%,22%[38.3 µM]
Nn1c(SCc2cn3cc(Cl)ccc3n2)nnc1-c1ccncc1,15%,3.8%,3%,-3%,-6%,-7%,3%
CCCCc1ccc(S(=O)(=O)Nc2cc(C)on2)cc1,-6%[46.1 µM],0.9%,3%,0%,17%,-2%,7%
CCOC(=O)C1(Cc2ccccc2)CCN(Cc2cc(OC)c3c(c2)OCO3)CC1,29%,2.1%,-10%,-1%,6%,-4%[9.22 µM],17%
CCOC(=O)c1sc(Nc2cccc(C)c2C)nc1C,?,3.0%,-3%,-1%,-4%,-27%,10%[38.3 µM]
O=C(Nc1nccs1)c1cn(-c2ccccc2)nc1-c1ccccc1,?,-1.0%,/,-5%,-3%,-8%[9.22 µM],31%[activator][38.3 µM]
CCOC(=O)N1CCN(C(=O)CSc2nnc(-c3cccs3)o2)CC1,-4%[46.1 µM],-2.4%,/,0%,1%,-14%,4%[38.3 µM]
O=C(NCc1ccc(OC(F)(F)F)cc1)C1CC(c2c(Cl)cccc2Cl)=NO1 (stereo unspecified),?,0.8%,11%,0%,13%,-9%,22%[38.3 µM]
CCN(CC(=O)Nc1ccccc1Br)Cc1nc2ccccc2c(=O)[nH]1,-17%[46.1 µM],2.1%,11%,-1%,-8%,23%,-2%[38.3 µM]
Cc1ccc(C(=O)N2CCCC(c3ccccc3)=N2)cc1,5%,-0.4%,0%,0%,1%,-19%,3%
CN(C(=O)CSc1nnc(-c2ccc(Cl)cc2)n1CC1CCCO1)C1CCS(=O)(=O)C1 (stereo unspecified),3%,-2.2%,5%,2%,13%,16%,-2%
COc1ccc(NS(=O)(=O)c2cc(NC(=O)c3cnc(C)cn3)ccc2N2CCCCC2)cc1,-14%,0.0%,-1%,4%,0%,10%,-1%
CCCNC(=O)c1cccc(NC(=O)C(C)C)c1,3%,-0.2%,8%,0%,1%,-10%[9.22 µM],-4%
CS(=O)(=O)N(CC(=O)NCC1CCCO1)c1cccc([N+](=O)[O-])c1 (stereo unspecified),4%,8.1%,-2%,2%,0%,5%,-7%
COc1cc(C2c3c(oc4ccccc4c3=O)C(=O)N2c2nccs2)ccc1O (stereo unspecified),-23%,0.1%,/,/,-3%,7%[9.22 µM],/
CC(C)CN(C)C(=O)CCc1nnc(Cc2cccc(C(F)(F)F)c2)o1,3%,3.8%,4%,0%,-3%,-12%[9.22 µM],-1%
Cc1cccc(N(CC(=O)Nc2c(C)n(C)n(-c3ccccc3)c2=O)S(C)(=O)=O)c1,9%[46.1 µM],3.2%,1%,2%,5%,?,18%[38.3 µM]
Cc1cc(NC(=O)C2CC(=O)N(c3ccccc3)C2)no1 (stereo unspecified),16%,-0.9%,2%,-3%,-2%,-15%,-3%
CCOC(=O)N=Nc1c(O)n(C)c2ccccc12,-7%,1.3%,-10%,-6%,-18%,-19%,4%
Cc1nc2ncnn2c(C)c1CCC(=O)NCc1ccco1,-12%[46.1 µM],1.2%,-5%,-4%,-12%,2%,10%[38.3 µM]
COC(=O)C1=C(C)NC(=O)CC1c1ccccc1 (stereo unspecified),2%[46.1 µM],-1.2%,4%,-1%,10%,-6%,-1%
N/C(=N\OC(=O)N1c2ccccc2Sc2ccccc21)c1ccc(Br)cc1,-36%,0.1%,-10%,-2%,-20%,-17%,4%
O=[N+]([O-])C(=C1Nc2ccccc2N1)/C(Cl)=C(/Cl)Br,-14%,0.3%,-7%,-3%,-7%,11%,-4%
Cc1ccc(C)c(N2N=C(C(=O)Nc3nccs3)CCC2=O)c1,-8%,-0.8%,7%,-1%,0%,5%,5%
COCCN(C(=S)Nc1ccccc1C)C(C)c1ccco1 (stereo unspecified),-11%,0.2%,/,/,8%,22%[9.22 µM],/
Cc1ccc2cc(CN(Cc3cccs3)Cc3nnnn3CC3CCCO3)c(=O)[nH]c2c1 (stereo unspecified),-20%[46.1 µM],-1.0%,/,-2%,4%,-1%,21%[38.3 µM]
CC(/C=N/NC(=O)c1cc(C(C)C)[nH]n1)=C\c1ccccc1,-18%,0.0%,4%,1%,-2%,13%,-8%
COc1ccc(-c2c(-c3ccc(O)cc3O)n[nH]c2C)cc1OC,-5%[46.1 µM],-0.2%,/,-3%,-1%,-6%,4%[38.3 µM]
COc1ccccc1NS(=O)(=O)c1cc(NC(=O)c2ccncc2)ccc1N1CCOCC1,-3%,-1.1%,7%,-2%,-1%,-2%,9%
Cn1cc([N+](=O)[O-])c(C(=O)Nc2ccc(C(=O)N3CCCCC3)cc2)n1,3%,0.0%,10%,-5%,-6%,?,5%
CCCSc1nnc2n(Cc3ccccc3)c(=O)c3c4c(sc3n12)CCC4,7%[46.1 µM],-0.2%,1%,-5%,3%,10%,-12%[38.3 µM]
O=C(Cn1nnc(-c2ccccc2F)n1)Nc1ccc(C(=O)N2CCOCC2)cc1,-7%[46.1 µM],-0.6%,?,2%,5%,22%,10%[38.3 µM]
C=CCn1c(C)cc(C2=NNC(=NCC)SC2)c1C,8%,0.0%,-5%,7.9µM*,?,-8%,19%
Cc1cc(C)n(CCCNC(=O)c2ccc3c(c2)NC(=O)CS3)n1,3%[46.1 µM],-1.0%,-2%,-1%,9%,0%,20%[38.3 µM]
COc1ccc(/C=N/NC(=O)c2ccc(N)cc2)cc1Cn1cc([N+](=O)[O-])cn1,-1%,6.1%,/,1%,-5%,4%,0%
CC1CCN(CCCNC(=O)c2cc3c(Cl)nc4ccccc4c3s2)CC1,-20%,-1.3%,/,/,-14%,-2%,14%
O=C(Nc1nc2c(s1)CCCC2)C1COc2ccccc2O1 (stereo unspecified),-36%,-1.9%,-12%,-7%,-10%,-21%,?
CCOC(=O)c1sc(NC(=O)c2cc(-c3cccc(O)c3)on2)c(C(=O)OCC)c1C,10%,-0.4%,8%,0%,0%[2.36 µM],-24%,10%
COc1ccc2c(c1)C(=O)[C@H](OC(=O)NCCc1ccc(OC)c(OC)c1)[C@@H](c1ccc(OC)c(Br)c1)O2,/,-0.1%,/,-1%,2%,/,24%
CCOc1ccc(N2C(=O)CC(Sc3nc(C)cc(C)n3)C2=O)cc1 (stereo unspecified),-6%[7.67 µM],-1.9%,1%,-5%,-1%,18%,6%[38.3 µM]
CCOc1ccc(NC(=S)Nc2ccccc2C2CC2)cc1,-21%,-2.1%,-12%,2%,3%,14%[9.22 µM],12%
CCN(CC)CCn1nc2c3c(cccc3c1=O)-c1ccccc1-2,-3%,-0.1%,1%,2%,5%,0.63µM*,9%
c1ccc(-c2c[n+]3c(n2-c2ccccc2)SCC3)cc1,-4%[7.67 µM],-0.3%,-3%,/,1%,5%[9.22 µM],/
CCOC(=O)c1oc2ccc(Br)cc2c1CSc1nnc(C)s1,-21%[46.1 µM],0.0%,-7%,1%,7%,-12%,16%[38.3 µM]
Cc1cc(NC(=O)CCOc2ccc(F)cc2)no1,-1%,1.6%,1%,/,-1%,18%[9.22 µM],/

# High-throughput results as filed in PubChem.
